# Screens: PubChem BioAssay, several laboratories
# AddAB inh: less growth of phage-infected E. coli with AddAB. E. coli expressing H. pylori AddAB, absorbance growth. inhibition, % at 11.9 µM. 330,000 compounds, 0.29% hits; in the data active = inhibition above about 12%;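 also: 0% = vehicle wells of infected cells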
# SUMO Mot1 rescue: inhibitors of SUMOylation pathway: yeast Mot1-301 growth rescue | S. cerevisiae Mot1-301 growth rescue, ATP luminescence, 38.5C; percent above DMSO median, 100 means doubled | growth rescue, % at 18.8 µM | 320,000 compounds, 1% hits | AID 2716;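 active = every valid replicate shows activation above 250% relative to neutral control wells; inactive = the rest, any valid replicate at or below 250%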;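 also: OY570 slx delta 5 strain wells were the positive control but not used for scaling; some compounds called inactive have numbers as strong as hits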
# Tat export inh: inhibitors of E. coli Tat protein transport; E. coli MC4100 TorA-mCherry Tat export, fluorescence; inhibition, % at 10 µM; 340,000 compounds, 0.036% hits; AID 488895;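 active = mean replicate inhibition at least 50% and at least half of replicates individually reaching 50%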;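 also: exported cargo escapes ClpAP degradation while cytoplasmic cargo is degraded and loses fluorescence; 0% = median of neutral control wells and 100% = median of NaSCN control wells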
# CDK5 inh: blocks human CDK5/p35 kinase activity; Q00535+Q15078; inhibition, % at 10 µM; Recombinant CDK5/p35, ADP-Glo luminescence, 60 min; 330,000 compounds, 0.01% hits;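 active = highest replicate inhibition of at least 50% and at least 75% of replicates reaching 50%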;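 also: plate controls were DMSO neutral control for no effect and GW8510 at 10 µM for full effect; many of its hits are not listed in these tables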
# Target sequence (Q00535 whole entry, looked up): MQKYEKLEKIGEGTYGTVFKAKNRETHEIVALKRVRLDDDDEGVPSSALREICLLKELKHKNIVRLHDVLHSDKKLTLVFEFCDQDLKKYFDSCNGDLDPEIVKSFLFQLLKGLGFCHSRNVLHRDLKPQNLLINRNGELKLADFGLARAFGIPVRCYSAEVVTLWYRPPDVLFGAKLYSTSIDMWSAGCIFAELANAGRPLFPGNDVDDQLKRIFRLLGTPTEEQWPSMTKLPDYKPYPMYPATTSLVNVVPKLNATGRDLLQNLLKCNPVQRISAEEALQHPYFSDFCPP
# Target sequence (Q15078 whole entry, looked up): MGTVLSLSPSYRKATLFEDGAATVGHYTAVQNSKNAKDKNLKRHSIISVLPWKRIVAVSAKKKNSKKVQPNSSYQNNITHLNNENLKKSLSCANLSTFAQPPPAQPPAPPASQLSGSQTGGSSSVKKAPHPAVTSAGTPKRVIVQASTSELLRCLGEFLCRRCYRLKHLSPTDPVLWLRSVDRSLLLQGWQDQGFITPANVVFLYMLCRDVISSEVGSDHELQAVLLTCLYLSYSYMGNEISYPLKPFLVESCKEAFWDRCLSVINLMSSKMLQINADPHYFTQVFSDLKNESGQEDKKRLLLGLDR
# HTR5A inv ag: counter-screen for OPRM1-OPRD1 inverse agonists: human HTR5A inverse agonism. AID 504634. P47898. 340,000 compounds, 0.083% hits. HTR5A cell line, luminescence. inhibition, % at 9.3 µM; in the data active = inhibition mostly above about 23%, no sharp cut-off; inactive = mostly below about 18%;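 also: 0% = cells with DMSO and 100% = no-cell wells with DMSO; some compounds called inactive have numbers as strong as hits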
# PKA-R2B activ: PKA-R2B complex activation; P22694+P31323; PKA-R2B holoenzyme dissociation, Cy5-IP20 fluorescence polarization; R2B truncated from residue 108, S112A mutant; 0% DMSO only, 100% 113 µM cGMP; activation, % at 11.4 µM; 340,000 compounds, 0.079% hits; AID 504700;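 active = activation above a cutoff set at the mean over all compounds plus 3 SD, cut at about 18% in these data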;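 also: higher means more holoenzyme dissociation and a rise in polarization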
# Target sequence (P31323 whole entry, looked up, other chains not shown, the tested form may be a part): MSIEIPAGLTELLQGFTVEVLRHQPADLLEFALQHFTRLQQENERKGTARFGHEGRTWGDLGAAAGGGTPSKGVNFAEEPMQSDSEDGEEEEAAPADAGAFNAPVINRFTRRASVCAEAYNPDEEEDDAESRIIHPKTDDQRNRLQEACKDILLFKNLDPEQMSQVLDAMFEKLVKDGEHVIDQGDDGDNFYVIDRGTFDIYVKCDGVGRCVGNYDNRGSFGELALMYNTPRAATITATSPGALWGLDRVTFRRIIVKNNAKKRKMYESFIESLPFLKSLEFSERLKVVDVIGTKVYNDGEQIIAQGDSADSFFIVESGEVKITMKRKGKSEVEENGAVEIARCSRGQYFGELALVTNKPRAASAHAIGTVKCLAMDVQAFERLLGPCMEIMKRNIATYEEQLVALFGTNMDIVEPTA
# DAGLB inh: blocks human DAGLB lipase activity | HEK293T DAGLB membrane lysate, EnzChek fluorogenic substrate | inhibition, % at 5.17 µM | Q8NCG7 | 340,000 compounds, 0.059% hits; in the data active = inhibition above about 34%;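 also: 0% = enzyme with vehicle and 100% = wells lacking enzyme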
# PKA-R1A activ: PKA-R1A complex activation. P00514+P68181. PKA-R1A dissociation, Cy5-IP20 fluorescence polarization; scaled: DMSO 0%, 113 µM cGMP 100%. activation, % at 11.4 µM. 340,000 compounds, 0.083% hits. AID 504707;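 active = percent activation above the mean of all tested compounds plus 3 SD, cut at about 19% in these data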;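 also: higher means more PKAc released from R1A so a rise in polarization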
# phage Ecoli inh: E. coli growth loss with phage present; growth absorbance; inhibition, % at 11.9 µM; 360,000 compounds, 0.26% hits; AID 651602; in the data active = inhibition above about 11%
# HTR5A ag ctr: counter-screen for OPRM1-OPRD1 agonists: human HTR5A agonism | 340,000 compounds, 0.61% hits | activation, % at 9.3 µM | P47898 | HTR5A agonist assay, luminescence, cell-based; in the data active = activation mostly above about 9.5%, no sharp cut-off; inactive = mostly below about 7.6%;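 also: 0% = cells with vehicle only and 100% = reference agonist; strong numbers were not always called active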
# Ecoli viability: bacterial growth inhibition, counter-screen for AddAB inhibitors. E. coli V3065 growth, OD600 absorbance, 18 h. inhibition, % at 11.9 µM. 330,000 compounds, 0.27% hits. AID 449728;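 active = inhibition above the campaign's mean inhibition across all tested compounds plus 3 SD, cut at about 9.9% in these data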;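 also: uninfected addAB+ strain grown without phage in ampicillin broth; 0% = DMSO wells and 100% = ciprofloxacin 0.95 µg/ml wells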
# Numbers without * were called inactive; . = not tested or not shown.
SMILES,AddAB inh,SUMO Mot1 rescue,Tat export inh,CDK5 inh,HTR5A inv ag,PKA-R2B activ,DAGLB inh,PKA-R1A activ,phage Ecoli inh,HTR5A ag ctr,Ecoli viability
CCCC(=O)Nc1cccc(Oc2ccc3c(c2)C(=O)NC3=O)c1,3.8,246,-10,-1.9,16,5,1,8,-1.6,-4,1.2
CN(CC(=O)Nc1ccccc1Cl)C(=O)COC(=O)/C=C/c1cccc(C(F)(F)F)c1,1.9,7,11,0.9,6,0,-2,5,7.5,-2,-1.2
CCN(CC)CCn1c(=N)n(CC(O)COc2ccccc2)c2ccccc21 (stereo unspecified),1.0,13,4,-0.4,.,3,0,-9,1.8,.,2.8
O=C(O)c1nccnc1C(=O)Nc1ccc(Cl)cc1Cl,-4.5,6,-7,-0.1,-11,3,-1,2,1.8,3,-1.9
CSCC[C@H](NC(=O)c1cccc(S(=O)(=O)N2CCCCCC2)c1)c1nc2ccccc2[nH]1,0.0,66,4,-0.3,5,3,-2,-4,3.8,-1,-1.2
Cc1cc(N)n2nc(-c3ccc(C(C)(C)C)cc3)cc2n1,-3.0,-31,-8,2.0,-14,-12,-3,5,0.2,3,-0.8
O=C(CSc1nc2ncccc2[nH]1)Nc1c(F)cc(F)cc1Br,0.4,-10,-3,-0.2,6,5,-1,10,2.0,-1,0.8
CC(=O)c1c(C)c2c(n1CCN(C)C)CCCC2,1.4,102,6,2.3,17,2,3,-2,2.1,-8,-0.9
COc1ccc(S(=O)(=O)NCCSCc2ccccc2C)cc1Br,3.4,.,17,2.0,-15,-2,-3,-15,2.4,6,0.6
Cc1ccc(C(=O)COC(=O)CNS(=O)(=O)c2ccccc2)cc1[N+](=O)[O-],4.5,4,4,0.6,18,-3,0,0,2.3,-9,-0.3
COc1ccccc1NC(=O)Oc1ccc(C(C)=O)cc1,-1.5,8,-5,-2.0,10,-11,-1,6,2.9,3,1.4
CCCC[C@@H]1CNCCN1CCCc1cc(OC)c(OC)c(OC)c1,-3.5,9,-9,-0.3,9,-8,0,11,1.4,0,-1.4
CC(C)N1CC(C(=O)O)CC1=O (stereo unspecified),-2.0,122,-3,1.4,-42,-10,-2,-5,-3.1,16,0.4
CCCc1nc2sc3c(SCC(=O)NCc4ccco4)ncnc3c2c2c1CCC2,-0.1,-17,-2,-0.9,-18,9,2,-7,1.6,4,-2.6
COc1ccc(N2CCOCC2)c(NC(=O)c2cccnc2)c1,-0.6,4,1,-3.1,-7,10,-1,10,1.6,-1,1.6
COCCn1c(-c2ccc(C)cc2)nc2c(c(=O)c3ccccc3n2C)c1=O,.,.,-2,-0.6,-16,2,0,5,2.3,4,.
O=C(CSc1nc2ccccc2o1)Nc1nc2c(s1)CCCC2,.,.,-8,-0.6,-39,12,-1,12,2.2,1,.
CC(=O)NC1CC2CCCC(C1)N2C(=O)Nc1cccc(C(C)=O)c1 (stereo unspecified),.,.,-16,1.0,35,-13,-3,-5,4.8,6,.
Cc1ccc(NC(=O)c2cc(-c3ccc(C)c(C)c3O)n[nH]2)cc1C,1.2,-9,-10,0.3,-15,-4,-3,-5,5.9,4,4.3
N#CCC(=O)N/N=C\c1cccc(OC/C=C/c2ccccc2)c1,0.4,149,8,0.4,.,3,-4,3,0.6,.,2.4
O=C(c1ccco1)N1CCN(Cc2cc(=O)c(OCc3cccc(F)c3)co2)CC1,1.8,22,-5,1.1,-10,-4,3,-10,0.1,-2,2.1
O=C(Nc1ccc(NC(=O)c2cccs2)cc1)c1ccc2c(c1)OCCO2,0.7,1,3,-1.0,8,3,-1,5,1.2,5,-1.1
O=C(NCC1CCCO1)c1ccc(Br)o1 (stereo unspecified),0.2,17,-6,-0.9,3,-4,0,-9,-0.5,-1,0.0
CC1=CC(C)(C)Nc2ccc(OC(=O)CN3C(=O)CCC3=O)cc21,0.1,-14,4,0.2,3,-6,3,-5,-1.2,-1,-0.9
Cc1ccc([N+](=O)[O-])cc1/C=N/Nc1nnnn1-c1ccccc1,1.7,23,-12,-4.2,5,-3,-2,-3,0.4,-2,-1.4
CC(C)NC(=O)COC(=O)/C=C/c1ccc(F)cc1,0.9,-9,-1,0.1,-1,-1,-3,-15,2.9,0,-1.1
CC(=O)Nc1nc(N2C(=O)c3ccccc3C2=O)n(-c2ccccc2)n1,0.2,35,-10,-1.4,-4,2,-5,4,-1.1,0,-0.7
Cc1cc(C)n(C2CC(=O)N(c3ccc(C)c(Cl)c3)C2=O)n1 (stereo unspecified),1.5,-12,-12,-3.4,10,-7,-2,-1,-0.2,-2,1.3
Cc1ccc(C(=O)NCCC(=O)Nc2ccccc2C)cc1,1.5,-18,-2,1.1,10,-6,-1,7,-1.4,-3,2.4
Cc1ccccc1C(=O)Nc1ccc2c(c1)OCCO2,.,-8,0,2.8,-67,-7,0,-10,4.1,1,.
COc1ccc2cc(CN(C(=O)Nc3ccccc3OC)C3CCCC3)c(=O)[nH]c2c1,0.8,-16,-2,-1.1,-38,4,4,-4,1.5,-1,1.0
CCCCn1nnc(NC(=O)Cc2ccc(Cl)cc2)n1,1.2,-8,-7,-1.2,-35,-2,3,-13,0.5,13,0.1
Cn1c(CCNC(=O)c2ccccc2F)nnc1SCc1nc2ccccc2c(=O)[nH]1,-2.1,18,13,-0.6,24,-12,-3,0,1.2,-3,-3.7
CCOC(=O)c1cc(-c2csc(COc3ccccc3Cl)n2)on1,3.8,-12,2,-1.2,-19,1,-21,2,3.1,7,-3.1
CCCCOc1ccc(S(N)(=O)=O)cc1,1.6,-9,13,0.0,-19,-10,-2,-3,4.3,4,-2.4
CCN(CC)S(=O)(=O)c1ccc(C(=O)Nc2ccc3c(c2)OCCO3)cc1,1.7,4,-4,-1.7,-16,-7,0,-11,3.6,-2,2.7
COc1ccccc1CC(=O)Nc1cccc(C)n1,0.9,.,1,2.4,10,-5,1,-8,3.1,-3,-1.1
CCn1c(N2CCN(S(=O)(=O)c3ccc(OC)cc3)CC2)nc2ccccc21,0.2,37,6,1.2,-69,4,-2,-4,2.2,18*,0.7
CC1CC(C)CN(CCCNC(=O)CCNC(=O)Cn2cnc3ccccc3c2=O)C1 (stereo unspecified),2.2,15,-2,-0.3,-21,-2,-5,5,1.5,-3,1.1
O=C1NCCCN1Cc1ccc(Cl)cc1,-1.3,-8,2,0.9,-29,4,-3,1,0.9,8,1.2
CC(C)C(=O)Nc1ccc(NC(=O)CCc2ccccc2)cn1,1.2,-1,-1,0.7,1,-9,-2,-3,-0.8,3,-1.3
COc1ccc(C(=O)COC(=O)CCn2nnc(-c3cccc(O)c3OC)n2)cc1,0.9,7,-1,1.1,6,-5,-3,-4,0.8,1,1.6
CC(O)COc1ccc(/C(=N/O)c2ccccc2)cc1 (stereo unspecified),1.8,8,-3,0.2,-15,2,0,0,2.2,4,-0.3
Cc1cccc(C)c1NC(=O)CN(C)C(=O)CC1CC2CCC1C2 (stereo unspecified),-1.4,-2,-6,-0.1,-2,8,0,0,4.5,0,-2.5
CSc1nc(N)nc2c1ncn2CC(=O)NCC1CCCO1 (stereo unspecified),1.7,3,-2,-0.8,.,-2,-5,-5,1.7,.,-0.7
CCCc1c(C(=O)Nc2ccc(OC)cc2)cnn1-c1ccccc1,0.9,5,2,-4.6,19,5,-6,-7,1.9,-3,0.3
C/C(=N/NC(=O)c1ccc2c(c1)OCO2)c1cccc([N+](=O)[O-])c1,0.9,-12,0,1.5,12,11,-3,4,2.4,3,-0.6
Cc1c(F)cccc1NC(=O)CCCCCC1NC(=O)NC1C (stereo unspecified),7.4,-19,-4,-1.2,0,9,-3,-1,2.3,0,-2.3
CC(C)(C)OC(=O)CNC(=O)c1[nH]cnc1C(=O)Nc1ccc(Cl)cc1,2.3,-11,-2,0.8,-13,-3,2,11,2.2,4,1.0
CC1(C)Cc2c(C#N)c(SCC(=O)c3ccccc3)nc(N3CCOCC3)c2CO1,1.1,-18,-9,0.1,13,1,0,-14,2.8,-6,-1.6
Cc1ccc(S(=O)(=O)NN2C(=O)c3ccccc3NC2c2ccccc2O)cc1 (stereo unspecified),1.0,6,-1,1.2,.,.,.,.,4.7,.,-2.9
NC(N)=NN=C1CCC(c2ccccc2)CC1 (stereo unspecified),4.3,-1,-9,-5.2,-22,2,-3,-14,0.4,5,-1.2
CCOCCCNC(=O)CN1C(=O)COc2ccc(S(=O)(=O)N3CCCCCC3)cc21,1.1,.,-3,-0.8,8,3,-1,8,0.2,3,-2.1
CN1C(=O)/C(=C/c2ccccc2OCc2cccc(F)c2)NC1=S,1.4,8,0,-1.1,-5,6,-3,-5,2.1,2,-1.4
CSC1=NCCN1C(=O)Cc1ccc(Cl)cc1,4.2,-23,0,1.6,8,8,0,-5,4.0,-3,-0.9
CC(=O)Oc1c(-c2ccc(Br)o2)oc2ccccc2c1=O,11,-10,7,0.2,4,5,1,2,7.2,-1,9.4
COCc1nnc(NC(C)=O)s1,0.0,20,-2,0.6,4,-6,-4,5,5.2,-2,-4.6
C(=N\Nc1nc2ccccc2[nH]1)/c1ccc2c(c1)OCCO2,-2.2,23,4,-1.1,9,1,0,7,-1.1,-5,-3.1
CCOc1ccc(NC(=O)Nc2cccn(Cc3ccccc3)c2=O)cc1,2.7,-13,10,-1.7,0,-10,3,-11,3.2,0,3.7
Cc1sc2nc(SCC(=O)NCCO)n(-c3ccccc3)c(=O)c2c1C,0.0,32,-2,0.8,-3,-14,0,-6,1.5,1,-1.3

# More results:
SMILES,AddAB inh,SUMO Mot1 rescue,Tat export inh,CDK5 inh,HTR5A inv ag,PKA-R2B activ,DAGLB inh,PKA-R1A activ,phage Ecoli inh,HTR5A ag ctr,Ecoli viability
C=CCn1c(SCC(=O)c2cc(C)n(C(C)COC)c2C)nc2sc(C)c(C)c2c1=O (stereo unspecified),3.1,-1,2,0.4,1,0,-7,7,2.1,0,0.2
Cn1nnnc1SCC(=O)Nc1ccccc1Br,0.9,0,0,-0.6,-4,0,0,-2,-0.4,1,0.9
CC(C)C1=NN2C(=N)CC(=O)N=C2S1,-0.3,-18,-6,-0.8,-9,-4,3,-10,2.0,3,-0.4
COc1ccccc1CCNC(=O)CNC(=O)c1ccc2ccccc2c1,1.0,131,3,1.7,-4,3,-1,6,0.9,5,-1.5
Cc1ccc(-n2c(=O)c3sccc3n(Cc3cc(=O)n4ccccc4n3)c2=O)cc1,-1.4,-3,1,.,0,-6,0,-4,4.2,3,-1.9
C[C@H](NC(=O)c1nc[nH]c1C(=O)NC1CCNCC1)C(=O)OC(C)(C)C,2.1,-10,0,-3.3,10,5,0,0,-0.6,-4,-1.0
O=C(Nc1ccccc1F)c1ccncc1,-3.2,-12,-2,0.7,1,-1,2,-7,-1.1,0,-1.6
O=C(O)c1ccc(/C=N/NC(=O)c2ccc(Br)cc2)cc1,1.0,-2,-6,-2.1,-4,-16,2,-12,2.4,1,-0.5
NCCOc1ccccc1Cc1ccccc1,1.8,2,3,-0.5,25,-12,-6,-4,4.0,-9,2.4
